# Bioassay records as filed in PubChem BioAssay.
# Mdm2-MdmX inh – inhibitors of human Mdm2-MdmX association, primary screen, cell-based, luminescence, split luciferase, SaOS-2, uHTS; inhibition, % at 8 µM; SaOS-2 split-luciferase Mdm2/MdmX complementation; 3% of 330,000 active; Protein Mdm4 (Homo sapiens) + E3 ubiquitin-protein ligase Mdm2 (Homo sapiens), …;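 active = inhibition of at least 50% at 8 µM in the primary screen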
# UPR XBP1 act – activators of adaptive XBP1 UPR arm, primary screen, cell-based, CHO-XBP1 luciferase reporter, luminescence, uHTS | IRE1-XBP1 UPR activation; percent of tunicamycin response, DMSO as zero | activation, % at 20 µM | 0.33% of 330,000 active;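 active = versus positive control, 20 µM dose yields 30% or more activation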;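 also: 100% = tunicamycin at 10 µg/mL and 0% = DMSO only wells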
#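 Signal: luciferase luminescence; Assay system: CHO-XBP1 luciferase reporter cells; Amount: one thousand reporter cells per well; Dosing: 20 µM single concentration, DMSO 1%; Benchmarks: high control tunicamycin 10 µg/mL final, low control DMSO vehicle only; Schedule: 6 h compound exposure at 37 °C, 5% CO2; Evaluation: percent activation relative to tunicamycin reference.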
# 697 NFkB inh – inhibitors of PMA/ionomycin-induced NF-kB reporter, 697 cells, primary screen, B-cell NF-kB inhibitor project, cell-based, luminescence, uHTS; 697 B-cell NF-kB luciferase reporter, 16 h; inhibition, % at 4 µM; 0.33% of 330,000 active; in the data active = inhibition above about 35%
# CHOP UPR activ – activators of apoptotic CHOP UPR arm, primary screen, cell-based, CHO-CHOP luciferase reporter, luminescence, uHTS. UPR activation; percent of tunicamycin response over DMSO baseline. activation, % at 10 µM. 0.34% of 330,000 active;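 active = at 10 µM dose, activation of 40% or more, normalized to positive control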;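 also: 100% = tunicamycin at 10 µg/mL and 0% = DMSO alone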
#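 Test system: CHO CHOP reporter cells. Input: 500 CHO-CHOP cells per well. Medium: F12 with 10% FBS. Technique: luciferase luminescence. Measure: percent activation relative to tunicamycin control. Dosing: 10 µM compound, 0.5% DMSO. Timing: 16-18 h cell attachment, then 6 h compound exposure, 37 °C.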
# APJ agonist – agonists of human apelin receptor APJ, primary screen, CHO-K1 cells, PathHunter beta-arrestin, luminescence | P35414 | 0% DMSO wells, 100% apelin | activation, % at 20 µM | 0.11% of 330,000 active;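 active = activation more than six SD over the plate average, tested at 20 µM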;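 also: 0% = DMSO alone and 100% = apelin-13 at 10 nM; some results filed as inactive read as strong as hits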
# Target sequence (P35414 whole entry, looked up): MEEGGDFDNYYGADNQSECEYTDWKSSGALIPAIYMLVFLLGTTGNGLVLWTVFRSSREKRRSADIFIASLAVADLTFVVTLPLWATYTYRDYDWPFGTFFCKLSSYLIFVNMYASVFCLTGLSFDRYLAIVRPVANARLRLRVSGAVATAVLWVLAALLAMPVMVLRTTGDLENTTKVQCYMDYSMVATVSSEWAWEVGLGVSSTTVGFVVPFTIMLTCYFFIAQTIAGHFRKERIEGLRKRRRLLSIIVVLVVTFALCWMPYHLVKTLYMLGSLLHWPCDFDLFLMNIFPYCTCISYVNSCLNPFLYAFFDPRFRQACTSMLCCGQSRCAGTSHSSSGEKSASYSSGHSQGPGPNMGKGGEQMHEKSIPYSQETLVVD
#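 Assay system: CHO-K1 cells stably expressing ProLink-tagged human APJ and arrestin–beta-gal acceptor. Compound dosing: 20 µM single point, 1% DMSO. Times: 16-18 h seeding, 90 min dark compound exposure, 60 min detection. Detection: beta-gal luminescence. Evaluation: APJ–arrestin association signal. Controls: negative DMSO alone, positive Apelin-13 at 10 nM.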
# tim23-1 inh – growth inhibitors of tim23-1 mutant yeast, primary screen, luminescence, uHTS. S. cerevisiae tim23-1 growth, BacTiter-Glo luminescence, 24 h. inhibition, % at 20 µM. 1.3% of 330,000 active;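 active = growth inhibition of the mutant yeast at or above 50%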;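 also: temperature-sensitive mutant grown at 25 °C; plate controls were DMSO-treated mutant yeast for no effect and medium wells lacking yeast for full effect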
# APJ antagonist – antagonists of human apelin receptor APJ, primary screen, CHO-K1 cells, beta-arrestin complementation, luminescence; P35414; inhibition, % at 20 µM; 0.32% of 330,000 active;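 active = inhibition above about 40% at 20 µM, limit read from the data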;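 also: cells challenged with 10 nM apelin-13 agonist together with compound; plate controls were apelin-13 plus DMSO wells for no effect and DMSO wells lacking apelin-13 for full effect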
# Jurkat NFkB inh – inhibitors of induced NF-kB luciferase reporter, primary screen, TCR NF-kB activation inhibitor project, cell-based, luminescence, uHTS; 0.53% of 330,000 active; inhibition, % at 4 µM; AID 435003, 2010; Jurkat, PMA/ionomycin-induced NF-kB luciferase reporter; in the data active = inhibition above about 50%
# * hit, by the source's call; · = not tested or not shown. Not a hit list; any-hit rate near 5%.
SMILES,Mdm2-MdmX inh,UPR XBP1 act,697 NFkB inh,CHOP UPR activ,APJ agonist,tim23-1 inh,APJ antagonist,Jurkat NFkB inh
CN(C)S(=O)(=O)c1cc(C(=O)NCC2CCCO2)c(Cl)cc1Cl (stereo not given),-5.3,-1.5,-28.7,-0.4,0.7,3.9,-7.1,-17.6
c1ccc(Nc2c3c(nc4ccccc24)CCC3)cc1,-5.2,2.4,-21.7,0.2,1.5,-17.8,14.1,4.4
COc1cccc(CNC(=O)C(C)n2ccc3cc(S(=O)(=O)N4CCCCCC4)ccc32)c1 (stereo not given),26.3,-7.2,1.8,2.1,-2.3,23.7,9.9,-7.1
CC(NC(=O)C1CCC(CNc2c(N3CCCCC3)c(=O)c2=O)CC1)c1ccccc1 (stereo not given),15.9,0.3,35.9*,-1.7,0.0,7.5,-25.8,12.1
Clc1ccccc1-c1nc(N/N=C/c2cccnc2)c2ccccc2n1,29.9,3.2,5.5,0.4,1.9,42.1,-31.1,-7.1
CC1(C)SC(=S)N(/N=C/c2ccccc2O)C1N(O)C(=O)Nc1ccccc1 (stereo not given),23.1,-3.5,-7.4,-0.1,-2.4,20.9,3.4,-5.3
CCC(C)(C)n1nnnc1C(c1cccc(C#N)c1)N1CCN(c2cc(C)ccc2C)CC1 (stereo not given),20.7,-3.4,-15.5,-2.0,-2.9,5.9,13.9,34.1
C/C(=N\NC(=O)c1ccc(CSc2nc(C)cc(C)n2)cc1)c1ccco1,-12.7,1.3,-19.2,-0.9,-1.2,8.4,-2.0,7.2
Cc1cc(C)cc(C(=O)NC(CC(N)=O)c2ccc(NCC3CC3)c([N+](=O)[O-])c2)c1 (stereo not given),7.0,-3.1,-11.6,-2.7,-2.9,-7.3,-1.5,4.9
CCc1cccc(NC(=O)C2CCCN(S(=O)(=O)c3c(C)[nH]c(=O)[nH]c3=O)C2)c1 (stereo not given),2.5,-1.7,3.4,-0.5,-3.5,-21.0,15.9,-11.5
CC1CC(C)CN(C(=O)c2ccc(CNc3c(N4CCCC4)c(=O)c3=O)cc2)C1 (stereo not given),11.7,-0.7,15.6,0.5,0.8,1.9,10.0,-4.4
COc1ccc(NC(=O)CN2CCN(C3c4ccccc4-c4ccccc43)CC2)c(OC)c1,94.4*,-3.7,-24.9,5.5,-4.2,15.2,0.0,2.6
CCc1nnc(N2C(=O)c3ccccc3C2(O)c2ccccc2)s1 (stereo not given),-11.4,0.8,0.8,-0.6,-0.3,1.4,4.5,1.6
CCOc1ccc(CCNC(=O)CS(=O)Cc2nc(-c3ccccc3Cl)oc2C)cc1OCC (stereo not given),-19.0,-4.0,9.3,0.1,0.1,6.2,3.0,2.9
COc1ccc(Cl)cc1NC(=O)CN(C)CC(=O)Nc1ccccc1C(F)(F)F,-6.5,-1.7,-9.9,-0.5,-2.5,7.7,-12.9,-0.8
O=C(CN(c1ccccc1)S(=O)(=O)c1ccccc1)N/N=C/c1ccc(OC2CSC2)cc1,-0.5,-2.4,10.0,21.6,-0.3,-11.8,14.4,-4.4
COc1ccc(CCN2C(=O)CC(C(N)=O)SC2=Nc2ccc(F)cc2)cc1OC (stereo not given),2.6,-2.6,18.4,0.4,-1.0,14.6,4.7,2.2
COc1ccccc1Nc1nc(NCCO)c2ccccc2n1,-11.6,0.4,-19.0,0.8,-4.6,3.8,4.6,-11.9
O=C(CCN1C(=O)/C(=C/c2ccc3c(c2)OCO3)SC1=S)Nc1cccc(C(=O)O)c1,4.5,-5.8,-2.5,-0.5,-3.4,27.8,13.2,9.7
O=C(CN(c1ccc(F)cc1)S(=O)(=O)c1ccc2c(c1)OCCO2)NCc1ccccc1,-20.5,-5.6,18.0,2.3,-1.4,-3.8,-8.6,13.2
COc1ccccc1-c1nc(-c2ccc(Br)o2)no1,-193.0,2.8,-216.3,2.3,-0.2,23.2,-9.1,-175.0
CSCc1ccc(C(=O)N2CCC(N3CCC(C(=O)NC(C)C)CC3)CC2)o1,6.3,-4.5,-8.7,0.8,-1.2,-4.2,17.8,0.8
COCCCN1C(=O)c2ccc(C(=O)OCC(=O)NCCc3ccccc3)cc2C1=O,14.5,-1.6,3.8,13.8,-0.6,6.1,-1.7,-1.7
CCN1C(=O)c2ccccc2S(=O)c2ccc(C(=O)N3CCCC3)cc21 (stereo not given),-0.6,-3.4,8.7,1.7,-0.5,4.1,3.1,8.3
C/C(=N\OCC(=O)NCC(F)(F)F)c1cc2ccccc2o1,-20.0,1.0,-12.9,6.0,3.6,6.5,-0.2,-7.8
CCCc1oc(C(=O)O)cc1CN,4.8,-0.2,8.8,-1.5,-5.4,3.5,8.0,-9.1
Cc1cc(C)n(C(=O)CNC(=O)c2ccco2)n1,-5.4,-1.8,13.0,-1.2,-1.2,16.4,11.7,-24.8
CN(C)S(=O)(=O)N1CCN(C(=O)c2ccc3c(c2)OCO3)CC1,15.9,-5.0,16.1,1.9,1.0,4.7,-0.8,-0.8
O=C(Nc1cccc(Cl)c1)c1ccc2c(=O)n3c(nc2c1)CCCCC3,-169.1,0.1,-9.8,4.5,-3.0,54.4*,12.7,-119.6
Cc1[nH][nH]c(=O)c1C,1.3,-1.7,-1.6,3.3,-1.2,-10.7,3.8,8.6
CCOC(=O)c1c(NC(=O)COC(=O)Cn2c(C(F)(F)F)nc3ccccc32)sc(C)c1C,18.5,-1.6,-4.8,0.2,0.4,-3.1,8.3,-41.2
O=C(N/N=C/c1ccc2c(c1)OCO2)c1cc(-c2ccncc2)nc2ccccc12,51.1*,9.7,-36.3,1.2,-3.5,21.4,4.9,57.3*
CCOC(OCC)c1cc2ccccc2cn1,-23.7,-2.3,7.5,0.7,1.1,17.5,3.7,12.9
COc1ccc(C2CC(=O)Oc3ccc(OC)cc32)cc1 (stereo not given),-5.0,1.1,12.3,0.5,·,40.2,·,·
CCOc1ccc(S(=O)(=O)NCCCN2CCCC2=O)cc1,11.5,-0.9,-3.0,0.7,-1.9,12.0,3.5,1.0
COc1ccccc1C(=O)N1CCCC(c2nc(-c3cc(OC)c(OC)c(OC)c3)no2)C1 (stereo not given),-12.1,-0.3,21.3,-2.6,-4.5,4.0,-7.7,8.7
CCC(=O)NC(NC(=O)CC)C(Cl)Cl,30.2,0.2,6.4,0.8,-5.0,0.5,1.0,11.1
O=C(N/N=C/c1ccco1)c1ccn[nH]1,18.6,2.8,8.0,2.3,-1.5,-3.4,0.9,7.2
O=C(O)C1CCCN(C(=O)NCc2ccccc2)C1 (stereo not given),7.7,1.7,5.5,0.6,2.0,15.5,4.8,-3.1
CC(C)C(C)(C#N)NC(=O)CSc1nncn1-c1ccccc1 (stereo not given),-13.6,-1.1,8.6,3.3,-0.5,3.4,-5.2,1.9
Cc1cc(/C(N)=N/OC(=O)Nc2cccc(C(F)(F)F)c2)no1,17.6,2.9,5.0,-0.1,2.4,17.0,10.5,6.9
COc1ccc(N2CCN(c3nc4c(c(=O)[nH]c(=O)n4C)n3Cc3cccc(C)c3)CC2)cc1,25.6,0.1,10.2,2.0,-3.4,28.1,4.0,12.1
Cc1ccccc1NC(=O)Cn1nnc(-c2ccc(N3CCOCC3)cc2)n1,28.5,10.6,-2.0,-0.1,-2.5,-4.9,2.5,-8.3
COCC(C)n1c(C)cc(C(=O)CN2C(=O)NC3(CCCCC3C)C2=O)c1C (stereo not given),-19.8,-1.5,-14.2,-0.7,-6.8,8.1,-11.6,-14.8
COc1ccccc1C1C2=C(CC(C)(C)CC2=O)Nc2nnnn21 (stereo not given),-6.4,-2.0,6.3,0.5,-3.3,-1.5,10.1,6.2
CC1(NC(=O)N2CCOCC2)CCS(=O)(=O)C1 (stereo not given),-22.0,1.6,-4.5,-0.2,2.8,5.3,-23.0,-4.6
CC1CN(C(=O)CCC(=O)NC2CCCCC2)c2ccccc2S1 (stereo not given),-17.7,-2.8,7.1,-0.8,-1.5,11.0,13.4,-1.6
c1ccc(C2NCCn3cccc32)cc1 (stereo not given),-15.1,49.1*,14.8,3.0,-0.2,11.4,-10.6,-0.9

# Taken from above.
# COc1ccc(N2CCN(c3nc4c(c(=O)[nH]c(=O)n4C)n3Cc3cccc(C)c3)CC2)cc1 – Jurkat NFkB inh = 12.1
# COc1ccccc1C1C2=C(CC(C)(C)CC2=O)Nc2nnnn21 (stereo not given) – tim23-1 inh = -1.5

# (next part)
SMILES,Mdm2-MdmX inh,UPR XBP1 act,697 NFkB inh,CHOP UPR activ,APJ agonist,tim23-1 inh,APJ antagonist,Jurkat NFkB inh
O=C(/C=C/c1ccc2c(c1)OCO2)Nc1c(C(=O)O)[nH]c2ccccc12,29.2,0.3,2.1,2.4,-0.2,10.7,-0.2,7.5
CCOc1ccc(CCNC(=O)CCNC(=O)c2ccccc2Cl)cc1OCC,-2.2,-2.7,13.4,2.9,-2.7,17.6,7.6,20.1
COC(=O)c1ccc(/C=N/NC(=O)C2CC(=O)N(c3ccc(OC)cc3)C2)cc1 (stereo not given),16.5,-3.9,31.3,0.4,-1.2,-6.6,-0.8,26.9
COc1cc(OC)c(OC)cc1/C=N/Nc1ncnc2c1[nH]c1ccccc12,83.8*,10.8,-73.1,-1.0,0.9,-2.7,1.1,36.4
COc1ccc(/C=N/N=C2\SCC(=O)N2c2c(C)n(C)n(-c3ccccc3)c2=O)cc1OC,-5.3,-0.2,0.1,-1.9,-0.5,2.3,15.4,11.5
CCn1ncc(Br)c1C(=O)Nc1sc2c(c1C(=O)OC)CCC2,18.0,3.3,-19.6,1.6,1.8,-1.7,-3.0,-3.8
N=C1C(c2ccccc2)=C(O)CN1c1ccccc1N1CCOCC1,-16.8,-1.1,7.2,-1.3,2.8,-7.1,2.3,2.0
COC(=O)C1C(O)=CC(=O)CC1C (stereo not given),-9.4,0.2,4.7,2.9,0.6,0.5,-12.8,4.5
CC(C)N1C(=O)CCC1C(=O)NCc1cccs1 (stereo not given),13.6,0.5,5.5,-1.9,1.2,0.8,-26.7,8.4
O=C(Nc1ccc(NC(=O)c2sc3ccccc3c2Cl)cc1Cl)c1ccco1,89.1*,342.1*,-70.3,62.6*,-1.0,3.5,8.8,-44.5

# An excerpt of these results, bar-delimited:
SMILES | Mdm2-MdmX inh | UPR XBP1 act | 697 NFkB inh | CHOP UPR activ | APJ agonist | tim23-1 inh | APJ antagonist | Jurkat NFkB inh
COC(=O)C1C(O)=CC(=O)CC1C (stereo not given) | -9.4 | 0.2 | 4.7 | 2.9 | 0.6 | 0.5 | -12.8 | 4.5
O=C(/C=C/c1ccc2c(c1)OCO2)Nc1c(C(=O)O)[nH]c2ccccc12 | 29.2 | 0.3 | 2.1 | 2.4 | -0.2 | 10.7 | -0.2 | 7.5
CCOc1ccc(CCNC(=O)CCNC(=O)c2ccccc2Cl)cc1OCC | -2.2 | -2.7 | 13.4 | 2.9 | -2.7 | 17.6 | 7.6 | 20.1
N=C1C(c2ccccc2)=C(O)CN1c1ccccc1N1CCOCC1 | -16.8 | -1.1 | 7.2 | -1.3 | 2.8 | -7.1 | 2.3 | 2.0
